Cardio protect = cardioprotection against H2O2-induced cell death, primary screen, uHTS, H9c2 cells, ATPLite luminescence; protection from H2O2 cell death, % at 20 µM; H9c2 cardiomyocytes, H2O2 injury protection, 2 h; AID 588492, 2011; actives 0.63% (n = 360,000);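 active = compounds giving at least 50% protection of heart cells from peroxide-induced death in the single-dose screen, raw or plate-pattern-corrected value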;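 also: 0% = DMSO wells with peroxide and 100% = DMSO wells without peroxide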
NR2E3 ag-1 = NR2E3 agonists in two-hybrid cells, primary screen, cell-based, luminescence, CHO-S, Gal4-NCOR/VP16-NR2E3. Photoreceptor-specific nuclear receptor (Homo sapiens), Q9Y5X4. luciferase. inhibition of corepressor binding, % at 3.98 µM. actives 0.35% (n = 360,000). AID 602229, 2012;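 active = inhibition above the mean of all tested compounds plus 3 SD, cut at about 70% in these data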;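 also: 0% = DMSO with NR2E3 transfected cells and 100% = cells lacking NR2E3 construct; higher means lower luciferase signal from less NR2E3 corepressor binding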
Target sequence (Q9Y5X4 whole entry, looked up, the tested form may be a part): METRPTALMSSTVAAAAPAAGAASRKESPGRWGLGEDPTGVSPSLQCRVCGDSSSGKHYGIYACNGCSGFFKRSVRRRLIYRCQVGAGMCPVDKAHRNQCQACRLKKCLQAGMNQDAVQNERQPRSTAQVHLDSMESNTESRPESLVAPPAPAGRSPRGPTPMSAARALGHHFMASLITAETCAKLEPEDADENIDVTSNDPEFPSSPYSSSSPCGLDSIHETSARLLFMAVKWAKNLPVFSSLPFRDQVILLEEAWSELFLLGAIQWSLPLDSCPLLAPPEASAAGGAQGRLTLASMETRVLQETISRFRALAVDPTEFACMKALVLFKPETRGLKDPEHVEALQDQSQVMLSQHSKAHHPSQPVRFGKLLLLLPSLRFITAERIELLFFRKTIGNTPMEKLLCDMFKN
HIF-2a inh = HIF-2a reporter inhibitors, primary screen, luminescence, 786-0 RCC cells; 786-0 RCC cells HIF-2a reporter, luciferase luminescence, overnight; AID 624352, 2012; inhibition, % at 18.8 µM; actives 0.72% (n = 360,000);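 active = inhibition of the luminescence signal of 40% or more relative to plate controls, in a single-dose primary screen at 18.75 µM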
PDI turbidity = inhibitors of human PDI, primary screen, biochemical, turbidity, single point, plate reader. PDI insulin aggregation turbidity, A650, 90 min. inhibition, % at 10 µM. actives 0.052% (n = 350,000). AID 588391, 2011;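 active = mean inhibition across replicates of 30% or more, whatever share of single replicates reach that level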;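 also: absorbance from insulin aggregation driven by PDI reduction with DTT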
CaV13 ICDI inh = Disruptors of the CACNA1D IQ motif to Ca2+-dependent inactivation inhibitor domain association, primary screening, Förster resonance energy transfer in intact living …; HEK cells, CFP/YFP FRET ICDI-IQ, plate reader, 10 min; percent FRET-ratio fall versus neutral wells; inhibition, % at 12.3 µM; actives 0.098% (n = 340,000); AID 743397;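 active = mean replicate inhibition of at least 30% and at least 1% of replicates passing that level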;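 also: 0% = median of the neutral control wells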
TRPM1 prom inh = inhibitors of MITF-dependent TRPM1 promoter reporter, primary screen, cell-based, SK-MEL-5, single point, luciferase; actives 0.83% (n = 330,000); SK-MEL-5 TRPM1 promoter luciferase, 24 h; inhibition, % at 12.5 µM; AID 488899, 2010;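 active = mean inhibition across replicates of 60% or more, whatever share of single replicates reaches that level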; also: values of inactives mirror those of a sister screen read the other way
m5-HT2A agonist = mouse Htr2a agonists via beta-arrestin recruitment, primary screen, cell-based, luminescence; 5-hydroxytryptamine receptor 2A (Mus musculus), P35363; CHO-K1 mHTR2A beta-arrestin complementation; percent of 30 µM serotonin response; activation, % at 7.6 µM; actives 0.66% (n = 360,000); AID 624169, 2012;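 active = activation above a run cutoff, the mean activation of all tested compounds plus 3 SD, cut at about 14% in these data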;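 also: 0% = plate median of compound wells and 100% = 30 µM serotonin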
Target sequence (P35363 whole entry, looked up): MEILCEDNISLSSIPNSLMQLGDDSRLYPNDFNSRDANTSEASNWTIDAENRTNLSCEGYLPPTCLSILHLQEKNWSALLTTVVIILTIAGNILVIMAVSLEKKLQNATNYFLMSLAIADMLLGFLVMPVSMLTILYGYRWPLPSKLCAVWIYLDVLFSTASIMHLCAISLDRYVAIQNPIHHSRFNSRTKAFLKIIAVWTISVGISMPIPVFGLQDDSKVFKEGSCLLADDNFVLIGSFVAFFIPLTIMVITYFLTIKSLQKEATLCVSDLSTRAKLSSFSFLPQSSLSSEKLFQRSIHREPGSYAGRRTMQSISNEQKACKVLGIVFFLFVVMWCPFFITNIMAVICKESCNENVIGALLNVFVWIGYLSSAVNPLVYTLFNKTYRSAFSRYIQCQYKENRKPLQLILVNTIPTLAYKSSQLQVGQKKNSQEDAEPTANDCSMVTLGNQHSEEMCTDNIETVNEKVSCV
Shn3 3UTR inh = reduction of Shn3 3'UTR firefly luciferase signal, primary screen, Schnurri-3 inhibitor project, cell-based, Clone20 osteoblasts, set 2; inhibition, % at 12.5 µM; Clone20 osteoblast Shn3 3'UTR firefly luciferase, 24 h; actives 0.52% (n = 360,000);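 active = mean inhibition of at least 75% with every replicate also reaching 75%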;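 also: 0% = median of neutral control wells and 100% = pilot-screen positive control compound; some compounds past the cut are filed as inactive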
NR2E3 ag-2 = inhibitors of NR2E3-RetCOR corepressor binding, primary screen, NR2E3 agonist project, biochemical, TR-FRET, GST-NR2E3, biotin-RetCOR; 1536-well; inhibition of corepressor binding, % at 4.78 µM; actives 0.12% (n = 320,000); AID 2300, 2010;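 active = percent inhibition above the cutoff of mean plus 3 SD of all tested compounds, set per screening campaign, cut at about 20% in these data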;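 also: 0% = DMSO wells and 100% = biotin wells as full block of FRET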
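Test system – NR2E3–RetCOR corepressor complex · Quantity – NR2E3 fusion 1.35 nM · Buffer or medium – Tris pH 7.5 · Incubation – Compound–protein incubation for 5 h at 4 °C · Technique – TR-FRET, Eu(K)-anti-GST donor, streptavidin-D2 acceptor, ex 340, em 617/671 nm · Evaluation – percent inhibition of 671/617 nm emission ratio versus biotin and DMSO controls · Plate – 1536-well format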
iPSC survival up = enhancers of single-cell hiPSC survival, primary screen, ATPlite luminescence; actives 0.044% (n = 360,000); AID 602274, 2012; 100% = ROCK inhibitor wells, 0% = DMSO; survival enhancement, % at 20 µM; in the data active = survival enhancement above about 18%;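 also: cells exposed to compounds for 16 hours before the ATP read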
Peg3 promoter = Peg3 promoter-driven luciferase inhibitors, primary screen, cell-based, HeLa, luciferase luminescence | actives 1.7% (n = 360,000) | inhibition, % at 20 µM | AID 588405, 2011 | HeLa PEG-Prom luciferase reporter, overnight;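 active = inhibition of at least 50% at 20 µM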
Starred values were filed as active, the others as inactive; / = not tested or not shown.

Value order: Cardio protect	NR2E3 ag-1	HIF-2a inh	PDI turbidity	CaV13 ICDI inh	TRPM1 prom inh	m5-HT2A agonist	Shn3 3UTR inh	NR2E3 ag-2	iPSC survival up	Peg3 promoter
COc1ccc(OC)c(NC(=O)CCNC(=O)Cn2ccc3ccccc3c2=O)c1
 : -8	5	1	-6	-4	13	-12	-1	3	-0.2	27
O=C1Nc2ccccc2S/C1=C/Nc1cccc(Cl)c1
 : -1	-26	-131	4	-4	19	-6	-34	0	-0.6	-119
O=C1C2=C(Nc3ccccc3SC2c2ccco2)c2ccccc21 (stereo not given)
 : -3	-32	-111	1	/	12	-5	-36	2	0.3	-88
CC(C)(C)NC(=O)C(=O)NNC(=O)COc1ccc(Br)cc1
 : 10	-1	6	-1	-5	7	-1	-3	-4	-0.6	6
CC(NC(=O)c1cc2cc(Cl)ccc2oc1=N)c1ccccc1 (stereo not given)
 : -9	-4	-9	-5	-7	14	6	-3	-2	0.0	0
CCn1c(C)c(C)c2cc(C(=O)NCCc3ccco3)ccc21
 : 7	6	-47	-9	-2	0	0	-3	2	0.2	-51
CN(C)CCn1c2c(c(SCC(=O)Nc3ccc4c(c3)OCCO4)nc1=O)CCCC2
 : 8	4	7	-7	-6	-3	-2	-8	-1	0.4	-7
Cc1ccc(CC(=O)N2CCN(S(=O)(=O)c3ccccc3)CC2)cc1C
 : -5	5	10	4	-6	6	0	-1	-2	-0.4	7
CCOC(=O)CN(C(=O)c1snc(C(N)=O)c1N)C(C(=O)NCCC(C)C)c1ccc(F)cc1 (stereo not given)
 : 2	3	15	7	6	1	3	3	-1	0.5	7
O=C1c2ccccc2S(=O)(=O)c2cc(C(=O)N3CCN(c4ccccc4)CC3)ccc21
 : 5	-5	-14	0	-9	-13	4	17	-1	9.0	21
COc1ccc(OCC(O)Cn2c(N)nc3c2c(=O)[nH]c(=O)n3C)cc1 (stereo not given)
 : 26	-14	18	-3	2	-2	-1	20	2	1.2	9
COc1cc(C[C@@H](C)[C@@H](C)Cc2ccc(O)c(OC)c2)ccc1O
 : -5	37	21	-5	-5	-9	7	-1	/	-1.1	-5
CC1N(C)c2cc(NC(=O)c3ccco3)ccc2C1(C)C (stereo not given)
 : -12	-91	-194	7	-7	-20	-5	22	1	-1.3	-210
O=C(C1CCN(c2nnc(-n3cccc3)s2)CC1)N1CCOCC1
 : 4	-2	-9	-2	-6	-2	7	0	5	0.6	-2
CC(C)CC(=O)NC(=S)Nc1ccccc1N1CCCC1
 : -3	-11	10	-1	-4	9	1	18	-3	-0.3	16
C=CCNC(=O)c1c(-c2c(F)cccc2Cl)noc1C
 : -7	7	5	3	/	0	4	-1	-1	0.2	-5
C[C@]12C(=O)N(c3ccc(Cl)cc3)C(=O)N1[C@H]1c3ccccc3OC[C@@H]1[C@H]2c1ccccc1
 : 0	-20	19	-11	/	0	2	-3	5	13	6
O=C(c1cc2ccccc2o1)N1CCN(c2ncccn2)CC1
 : -3	-39	-55	-3	-6	-18	2	23	/	0.6	-34
COc1ccc(CNC(=O)C(=O)NCC(c2ccco2)N2CCOCC2)cc1 (stereo not given)
 : -6	-26	22	24	-5	2	-3	-31	-2	-0.5	16
CCc1cc(=O)oc2cc(C)cc(OCC(=O)NCc3ccncc3)c12
 : 3	-18	11	-2	-2	0	6	-2	2	0.9	8
CCOc1ccccc1OCCOCCN1CCN(Cc2ccccc2)CC1
 : 3	3	14	-4	-3	7	-5	20	0	1.1	8
O=C(NC1CCCCCC1)c1ccc(CN2CCOCC2)cc1
 : -3	-69	-144	-5	/	-61	-7	-36	-2	-1.5	-158
CCN(CC)C(=O)COc1ccc2oc(C)c(C(=O)OC)c2c1
 : 6	6	2	11	-5	-16	3	-9	3	-0.1	-8
COc1ccc(-c2csc3ncnc(N4CCN(S(=O)(=O)c5ccc(C(C)=O)cc5)CC4)c23)cc1
 : 16	-21	15	5	-2	11	6	11	2	0.3	12
CCCCCCC1CCC(C(=O)Nn2c(C)nc3ccccc3c2=O)CC1 (stereo not given)
 : 2	4	8	1	-5	4	9	27	-3	-1.3	9
COc1ccc2cc(CN(CCO)C(=O)c3ccc(Br)cc3)c(=O)[nH]c2c1
 : 1	8	13	9	/	13	-1	21	/	1.9	22
O=C(O)c1ccc2c(=O)n3c(nc2c1)/C(=C/c1ccc(C(F)(F)F)cc1)CC3
 : -1	11	4	-4	-5	-6	7	-1	3	-0.9	1
Cc1[nH]n(-c2ccc(Cl)c(Cl)c2)c(=O)c1CCO
 : -1	16	8	-10	-4	-2	3	0	4	0.1	4
CCOC(=O)N/N=C(\C)c1ccc(C)c([N+](=O)[O-])c1
 : 8	-19	-50	-2	-7	3	-3	-16	0	-0.3	-47
Cc1cc(C)c(OCC(=O)OC(C)C(=O)NCc2ccccc2)c(C)c1 (stereo not given)
 : 0	-26	19	-1	-6	8	7	-4	/	-0.3	15
COc1ccc(NC(=S)c2ccc3ccccc3n2)cc1
 : -13	-127	-224	2	/	-77	4	-77	-1	-0.4	-318
O=C(O)COc1ccc2c3c(c(=O)oc2c1)CCC3
 : 10	-20	5	6	-5	-2	10	3	0	-5.1	-5
Cn1cccc1C(C(=O)NC1CCCCC1)N(C(=O)Cc1cccs1)c1ccc2c(c1)OCO2 (stereo not given)
 : -4	2	7	-4	-9	0	2	1	-1	0.3	4
CCNc1nc(SCCOc2ccc(Cl)cc2Cl)nc(N(C)C)n1
 : -12	-16	-17	0	-6	-4	-1	8	/	1.0	5
CS(=O)(=O)c1nc(S(=O)(=O)c2ccc(Cl)cc2)c(N2CCC(C(N)=O)CC2)s1
 : 3	-12	3	5	-3	4	10	-2	1	0.0	7
CC1(C)CC2CC(C)(CN2C(=O)COc2cccc3ccccc23)C1 (stereo not given)
 : -23	-4	-18	-5	-5	2	6	9	0	0.3	12
C=CCC1NS(=O)(=O)OCC1NC(=O)OCC(Cl)(Cl)Cl (stereo not given)
 : 4	-7	-1	-5	-11	-8	8	6	6	-1.8	-8
Oc1ccc(N=C/C=C/c2cccc(Br)c2)cc1-c1nc2ccccc2s1
 : -3	-91	-129	-14	/	9	3	-48	2	-1.0	67*
COc1cc2c(cc1C1NC(=S)NC(C)=C1C(=O)N(C)C)CCCC2 (stereo not given)
 : 0	6	7	4	-5	13	4	-6	0	-0.4	4
Cc1ccc(-n2c3c(cc(C(=O)NCc4ccco4)c2=O)C(=O)CC(C)(C)C3)cc1
 : -4	-3	22	9	/	4	2	-2	2	9.5	18
Cc1ccc(CNC(=O)CSc2nc(=O)n3cccc(C)c3n2)cc1
 : 6	5	-5	0	-2	7	-5	15	1	-0.5	-2
CCc1ccc(OCC(=O)Nc2ccc3c(c2)COC3=O)cc1
 : 0	-21	-69	-3	-5	-6	-1	14	5	-0.5	-41
Cc1cc(C)cc(N(CCC#N)C(=O)CSc2n[nH]c(N)n2)c1
 : 3	27	6	-21	-5	4	13	-5	-1	-0.4	15
CCOC(=O)N1CCN(C(=O)C2COc3ccccc3O2)CC1 (stereo not given)
 : 0	-3	18	-1	-4	-6	5	-20	2	2.9	2
O=C(CCCN1C(=O)/C(=C/c2ccccc2)SC1=S)Nc1ccc(O)cc1
 : -10	0	46*	2	-3	3	2	9	2	0.6	20
CCOc1ccccc1-n1c(SCC(=O)NC)nnc1-c1ccco1
 : 4	15	6	14	-8	-5	-5	1	3	-3.7	-6
O=C(Cn1ccc(C(F)(F)F)n1)N/N=C/c1cccs1
 : 1	-5	14	3	-5	-2	4	7	4	-1.3	0
O=S1(=O)CCN(Cc2ccncc2)CC1
 : 3	-16	10	1	-3	/	3	8	/	3.1	13
CC1CCCCN1S(=O)(=O)c1ccc(S(=O)(=O)N2CCN(c3ccccc3)CC2)cc1 (stereo not given)
 : -13	3	9	6	-6	13	1	10	0	0.7	59*
Cc1ccc(C)c(OCCC(=O)NNC(=O)c2ccccc2)c1
 : -3	-5	7	-4	-6	-12	12	1	-1	-0.2	13

Next section.
Value order: Cardio protect	NR2E3 ag-1	HIF-2a inh	PDI turbidity	CaV13 ICDI inh	TRPM1 prom inh	m5-HT2A agonist	Shn3 3UTR inh	NR2E3 ag-2	iPSC survival up	Peg3 promoter
C=CCNC(=S)Nc1ccc(C(N)=O)cc1
 : 0	-4	0	1	13	5	-2	-8	0	0.0	-10
Cc1cc(NC(=O)c2cccnc2)ccc1NC(=O)c1ccco1
 : 5	-17	5	2	-6	-10	14	-7	-3	0.3	-8
COc1cc(-c2nnc(SCc3c(F)cccc3Cl)o2)cc(OC)c1OC
 : 3	-19	-41	3	/	-10	-1	17	2	11	2
O=C(Nc1ccc(F)cc1)c1ccccc1NC(=O)C1CC=CCC1C(=O)O (stereo not given)
 : 4	-35	7	0	/	0	7	-4	/	0.9	13
O=C1C(=O)N(CCN2CCOCC2)C(c2ccc(F)cc2)/C1=C(/O)c1ccc(S(=O)(=O)N2CCOCC2)cc1 (stereo not given)
 : 1	-19	4	-5	-4	-6	-2	-6	3	1.1	3
COc1ccc([N+](=O)[O-])cc1NC(=O)C1CCCO1 (stereo not given)
 : 13	12	9	-7	-5	0	-2	27	1	0.3	-1
Cc1ccc2ccccc2c1COC(=O)c1nonc1N
 : -6	-15	-6	1	-7	8	-4	15	4	-0.4	-1
CCCCNC(=O)C1(C)CCCCN1Cc1ccc(OCc2ccccc2)cc1 (stereo not given)
 : -24	-23	-16	-3	-5	/	-1	24	/	-1.8	-7
Cc1nn(-c2ccc(N3CCOCC3)nn2)c(C)c1CCC(=O)NCc1ccc(F)cc1
 : -5	-18	-10	-1	-13	-15	-9	2	3	-0.5	-1
O=C(NNC(=O)c1cccc([N+](=O)[O-])c1)c1ccncc1
 : 4	-40	4	-8	-5	-1	1	-13	-1	-1.5	-2
CC(C)COC(=O)N(C)C[C@H]1OCc2cnnn2CCCC(=O)N([C@H](C)CO)C[C@H]1C
 : 5	26	-5	1	-6	/	7	0	/	1.6	3

This is a random part of the collection; overall some 3.9% were active at least once.
